# Bioassay records: PubChem BioAssay, several laboratories
# KCNQ1 act: potentiators or activators of KCNQ1 channel, primary screen, cell-based, thallium flux, high-throughput; CHO-K1 KCNQ1, thallium flux FluxOR fluorescence; stronger effect = higher value; B-score at 10 µM; 310,000 compounds, 0.35% hits; Potassium voltage-gated channel subfamily KQT member 1 (Homo sapiens), P51787;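 active means fluorescence ratio B-score, a plate-corrected score, at least three library SD, with initial intensity B-score within 5 SD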
#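 System: Stable KCNQ1 CHO-K1 line | Incubation: 90 min dye loading and 20 min compound exposure, both at room temperature | Measure: Ratio B score | Medium: Assay buffer for compound exposure, DMSO matched across wells | Compound dosing: Single-concentration screen | Probe or stimulus: K+/Tl+ depolarizing stimulus | Measured by: Kinetic FluxOR fluorescence, 10 s baseline plus 110 s post-stimulus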
# RGS4 pot: RGS4 potentiators or activators, primary screen, cell-based, HEK293 M3R inducible RGS4, calcium flux. carbachol calcium flux Fluo4; stronger effect = lower value. B-score at 10 µM. 310,000 compounds, 0.92% hits. AID 463111, 2010;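 active means B-score of the integrated calcium signal more than 4 SD below the library mean, with starting fluorescence not abnormally high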;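 further: negative B-score means reduced calcium response which marks RGS4 activation or potentiation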
#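 Material: M3R-expressing HEK293 line, RGS4 induced by doxycycline | Schedule: Overnight RGS4 induction, 30 min dye load 37 °C, 20 min compound RT | Measured by: Fluo4 fluorescence kinetic imaging of calcium | Read-out: Integrated calcium ratio converted to B score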
# GSK3 alpha inh: blockers of GSK3A enzyme activity – biochemical, luminescence, cell-free homogeneous, HTS, primary screen | 320,000 compounds, 0.1% hits | inhibition, % at 10 µM | AID 2650, 2010 | GSK-3 alpha kinase, ADP-Glo luminescence, 60 min | Glycogen synthase kinase-3 alpha (Homo sapiens), P49840;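 in the data active means inhibition above about 50%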;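 further: GST-tagged GSK-3 alpha with peptide substrate and 25 µM ATP; 0% = DMSO neutral wells and 100% = GW8510 positive control wells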
# PolyA inh: polyadenylation inhibitors in yeast reporter cells, primary screen, luminescence, S. cerevisiae; S. cerevisiae SKY197-pL101 polyadenylation reporter, beta-gal luminescence; efflux-impaired pdr1/pdr3 knockout yeast; score 100 = 6 SD above DMSO; calls only at 12 µM; 300,000 compounds, 0.02% hits; AID 1875, 2009;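 active means lowest replicate activity score at least 50, where 100 means six control SD above control mean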;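 further: yeast exposed to compound for 9 h at 30 °C; higher score means more reporter readthrough which indicates perturbed polyadenylation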
# Dyrk1A ADPGlo: rat Dyrk1A kinase inhibitors, primary screen, biochemical, single point, plate reader; 310,000 compounds, 0.43% hits; AID 504441, 2011; inhibition, % at 12.5 µM; ADP-Glo luminescence, NFATc1 peptide; Dual specificity tyrosine-phosphorylation-regulated kinase 1A (Rattus norvegicus), Q63470; in the data active means inhibition above about 50%;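 further: plate controls were vehicle with enzyme for no effect and no enzyme for full effect; many of its hits are not listed in these tables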
# hERG protect: hERG rescue from dofetilide block, primary screen, cell-based, CHO-hERG, FluxOR thallium flux, dofetilide IC70; activation (rescue from dofetilide block), less the hit threshold, % at 10 µM; dofetilide IC70 present; 310,000 compounds, 0.51% hits; Voltage-gated inwardly rectifying potassium channel KCNH2 (Homo sapiens), Q12809; AID 1511, 2009;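 active means activation above the mean of controls blocked by dofetilide plus 5 SD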;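 further: thallium influx through hERG after potassium depolarization seen as dye fluorescence rise; in these data hits start at about 4.7%; inactives centre near -7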
# GSK3beta inhib: human GSK3beta kinase inhibitors, primary screen, biochemical, cell-free homogeneous, HTS. Glycogen synthase kinase-3 beta (Homo sapiens), P49841. 300,000 compounds, 0.038% hits. GST-GSK3beta kinase, ADP-Glo luminescence, 60 min; stronger effect = lower value. activity score (negative = inhibition), % at 10 µM;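 active means more than half of replicate wells score below -50%, meaning over 50% inhibition versus plate controls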;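 further: 0% = median DMSO wells and -100% = median GW8510 positive control wells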
# Target sequence (P49841 whole entry, looked up): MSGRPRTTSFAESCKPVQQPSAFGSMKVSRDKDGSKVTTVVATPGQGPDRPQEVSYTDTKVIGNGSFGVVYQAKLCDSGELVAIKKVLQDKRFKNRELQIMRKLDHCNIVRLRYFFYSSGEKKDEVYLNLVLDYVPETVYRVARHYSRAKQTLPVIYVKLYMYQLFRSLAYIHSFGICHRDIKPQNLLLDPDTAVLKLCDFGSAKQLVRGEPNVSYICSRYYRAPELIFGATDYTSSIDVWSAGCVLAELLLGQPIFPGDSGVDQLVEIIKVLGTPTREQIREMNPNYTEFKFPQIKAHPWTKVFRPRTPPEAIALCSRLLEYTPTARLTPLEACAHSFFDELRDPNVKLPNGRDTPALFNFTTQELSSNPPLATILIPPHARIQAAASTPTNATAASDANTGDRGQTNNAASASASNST
#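 Test system: GST-tagged human GSK3beta kinase, cell-free; evaluation: activity score scaled between in-plate DMSO and GW8510 controls; measured by: ADP-Glo luminescence; incubation: 60 min reaction, RT; benchmarks: DMSO and 20 µM GW8510; reagent: peptide substrate plus 25 µM ATP (final); medium: Tris/MgCl2 kinase buffer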
# KCNK3 block: human KCNK3 channel inhibitors, primary screen, CHO cells, FluxOR thallium flux, B-score. Potassium channel subfamily K member 3 (Homo sapiens), O14649. AID 602410, 2012. B-score at 10 µM. 340,000 compounds, 0.84% hits. FluxOR fluorescence; stronger effect = lower value;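 active means B-score under library mean minus 4 SD, starting fluorescence ratio at most library mean plus 5 SD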;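 further: more negative B-score means stronger inhibition of thallium flux through KCNK3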
# Target sequence (O14649 whole entry, looked up): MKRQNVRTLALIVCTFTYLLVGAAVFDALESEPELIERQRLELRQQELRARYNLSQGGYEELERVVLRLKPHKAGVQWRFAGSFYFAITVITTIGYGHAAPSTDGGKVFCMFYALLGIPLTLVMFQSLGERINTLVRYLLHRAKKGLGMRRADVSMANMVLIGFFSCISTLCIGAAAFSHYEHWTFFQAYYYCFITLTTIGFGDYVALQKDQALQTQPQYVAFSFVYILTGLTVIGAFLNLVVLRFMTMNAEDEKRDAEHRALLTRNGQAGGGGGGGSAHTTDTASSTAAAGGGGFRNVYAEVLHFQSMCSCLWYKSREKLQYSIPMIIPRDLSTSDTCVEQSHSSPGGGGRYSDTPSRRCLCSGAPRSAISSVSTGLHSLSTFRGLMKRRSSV
# KCNK9 inh: KCNK9 potassium channel inhibitors, primary screen, HEK293 cells, thallium flux | B-score at 10 µM | 310,000 compounds, 1.2% hits | AID 488922, 2010 | Potassium channel subfamily K member 9 (Homo sapiens), Q9NPC2 | FluxOR thallium flux fluorescence; stronger effect = lower value;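 active means ratio B-score over 3 SD below the library mean, with starting fluorescence within 5 SD of its mean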;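 further: negative B-score means less thallium flux so channel inhibition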
# KCNQ1 block: inhibitors of human KCNQ1 channel, primary screen, cell-based, thallium flux, high-throughput; Potassium voltage-gated channel subfamily KQT member 1 (Homo sapiens), P51787; CHO-K1 KCNQ1, FluxOR thallium flux fluorescence; stronger effect = higher value; B-score at 10 µM; 310,000 compounds, 1.3% hits; AID 2642, 2010;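 active means compounds whose thallium flux B-score, printed positive for inhibition, exceeds three library SD while starting fluorescence stays within three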;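 further: channel opened by potassium depolarization with thallium stimulus after 20 min compound exposure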
# HDAC3 inh: HDAC3 deacetylase inhibitors, primary screen, biochemical, fluorescence, cell-free homogeneous; Histone deacetylase 3 (Homo sapiens), O15379; recombinant HDAC3, fluorogenic peptide/trypsin coupled; inhibition, % at 8.3 µM; 320,000 compounds, 0.15% hits; AID 2718, 2010; in the data active means inhibition above about 26%, passing the limit was not always enough
# Numbers without * were called inactive; i = inactive; . = not tested or not shown. These rows are one share of the data; count on the stated rates, not on these rows.
Molecule,KCNQ1 act,RGS4 pot,GSK3 alpha inh,PolyA inh,Dyrk1A ADPGlo,hERG protect,GSK3beta inhib,KCNK3 block,KCNK9 inh,KCNQ1 block,HDAC3 inh
O=C(CSc1ncn(-c2ccccc2)n1)Nc1ccc2c(c1)OCO2,i,i,-4,i,10,-3,1,i,i,i,3
CSc1scc2c1-c1nc(SCC(=O)C(C)(C)C)ncc1CC2,i,i,2,i,6,-3,-3,i,i,i,-1
Cc1c(Cl)c(-c2n[nH]c(=S)n2Cc2ccco2)nn1C,i,i,-4,i,1,-11,2,i,i,i,2
CCOC(=O)c1sc2nccc(N(C)C)c2c1N=CNOC,.,.,6,i,36,.,-6,i,.,.,-10
COc1ccccc1C(=O)N/N=C(\C)CC(=O)Nc1ccc2c(c1)OCCO2,i,i,-1,i,4,1,-1,i,i,i,0
CC(C)N(CCNC(=O)COc1ccc2oc3c(c2c1)CCCC3)C(C)C,i,i,2,i,4,-15,0,i,i,i,2
CN1C(=O)/C(=C/c2cc(N=Nc3ccccc3)ccc2O)SC1=S,i,i,7,i,.,-8,-1,i,i,7*,-1
Clc1c(-c2ccccc2)nc2ccccn12,i,i,0,i,5,1,.,i,i,i,-4
CCN(CC(=O)NCc1ccc(F)cc1)C(=O)c1ccc(C)o1,i,i,0,i,-9,-7,2,i,i,i,-3
Cc1ccc(NC(=O)CCCc2ccccc2)nc1,i,i,4,i,3,-16,-2,i,i,6*,-4
COCCCN1C(=O)c2ccc(C(=O)Nc3ccccc3OC)cc2C1=O,i,i,0,i,5,-10,-2,i,i,i,2
O=C(Cc1cccc2ccccc12)NCCc1ccccc1,i,i,-1,i,5,-10,0,i,i,i,-2
O=c1cc(/C=C/c2ccccc2)oc2c1ccc1ccccc12,i,i,0,i,37,-15,1,i,-8.3*,i,6
C/C(=N\NC(=O)c1ccoc1C)c1cccc2ccccc12,i,i,3,i,-1,2,-2,i,i,i,0
COC(=O)[C@H](CCSC)NC(=O)Nc1cccc(Br)c1,i,i,-1,i,7,-8,0,i,i,i,-3
CCNc1nc(NCC)n2c(SCC(=O)Nc3cccc(F)c3)nnc2n1,i,i,-1,i,-1,-14,5,i,i,i,4
CC1(C)C(=O)NCCN1C(=O)CC1C(=O)NCCN1CC(c1ccccc1)c1ccccc1 (centres undefined),i,i,11,i,1,-17,0,i,i,i,1
N#CC1=C(N)OC2=C(C(=O)CCC2)[C@]12C(=O)N(CC(N)=O)c1ccccc12,i,i,-2,i,1,-13,1,i,i,i,-4
C=C1CCC(C)C(C)(CCC2=CCOC2=O)C/C=C\C=C/1C(=O)O (centres undefined),i,i,0,i,0,-3,-1,i,i,i,3
NC(=O)C1CCCN(C(=O)Nc2cccc3ccccc23)C1 (centres undefined),i,i,-3,i,-2,-5,-1,i,i,i,-2
CCOC(=O)N1CCN(C(=O)CSCc2ccc(C)cc2)CC1,i,i,4,i,2,-3,2,i,i,i,1
CN(C)/C=C/C(=O)c1ccc(-n2cccc2)cc1,i,i,-3,i,1,-1,5,i,i,i,4
CCCN(CC1CCCO1)C(=O)c1cc(COc2cccc(OC)c2)on1 (centres undefined),i,i,-2,i,-3,-2,-18,i,i,i,10
CSc1nc(-c2ccccc2)nn1S(=O)(=O)c1ccccc1,i,i,-1,i,6,-16,-4,i,i,i,5
Cc1ccc2c(c1)C(=NC1CCCCC1)c1cc3ccccc3nc1-2,i,i,-1,i,1,-5,1,i,i,i,1
O=C(CCSc1nc2cc(Cl)ccc2o1)N1CCOCC1,i,i,.,.,8,-12,-1,i,i,i,1
Cc1ccsc1/C=N/NC(=O)c1sccc1C,i,i,0,i,0,-6,-1,i,i,i,1
CCn1c(O)c(C#N)c(C)cc1=O,i,i,-2,i,-1,-5,-2,i,i,i,1
COc1ccc(-c2cc3nc[nH]c(=O)c3s2)cc1,i,i,-4,i,-1,-3,0,i,i,i,-30
CCOc1ccc(NC(=O)c2ccc(CSc3nnnn3C)cc2)cc1,i,i,0,i,-1,-9,0,i,i,i,-1
COc1c2c(cc3oc(C)cc(=O)c13)OC(C(C)(C)OC1OC(CO)C(O)C(O)C1O)C2 (centres undefined),i,i,0,i,10,-5,1,i,i,i,-20
CCn1c(C)nc2cc(S(=O)(=O)C(F)(F)C(F)C(F)(F)F)ccc21 (centres undefined),i,i,-3,i,-1,-10,-4,i,i,i,2
O=C(COC(=O)/C=C/c1ccco1)NCc1ccco1,i,i,-1,.,-4,-15,-1,i,i,i,8
COc1ccc(/C=N/NC(=O)CCN2CCCCC2c2cccnc2)cc1Cn1cc([N+](=O)[O-])cn1 (centres undefined),i,i,-3,i,12,-12,1,i,i,i,7
CCC(=O)Nc1ccc(NC(=S)Nc2ccccc2)cc1,i,i,-3,i,-2,-1,0,i,i,i,-1
O=C(/C=C/c1ccc(Cl)cc1)NCCCN1CCOCC1,i,i,0,i,2,-4,3,i,i,i,3
Cc1cccc(OCCCn2c(CCNC(=O)C(C)C)nc3ccccc32)c1,i,i,0,i,-9,-10,2,i,i,i,0
COc1cccc(OCc2cc(C(=O)N(C)CCC3CCCCO3)no2)c1 (centres undefined),i,i,-2,i,17,-13,0,i,i,i,1
O=C(CCN1C(=O)c2cccc3cccc(c23)C1=O)NCc1ccco1,i,i,0,i,-2,-9,-5,i,i,i,2
CC1CCN(C(=O)c2cc3ccccc3o2)CC1,i,i,5,i,-16,-3,-2,i,i,i,2
Cc1[nH]c2ccccc2c1/C=N/NC(=O)c1cc(-c2ccncc2)nc2ccccc12,i,i,2,i,2,-9,-1,i,i,i,2
COCCNC(=O)CCc1nc2cccnc2n1Cc1ccc(OC)cc1,i,i,-3,i,-6,-3,-1,i,i,i,-3
NC(=S)N/N=C/c1coc2cc(Br)ccc2c1=O,i,i,-6,i,-2,-4,-9,i,i,i,-14
Cc1nnc(SCC(=O)NC(=O)Nc2ccc3c(c2)OCCO3)n1N,i,i,-1,i,5,-7,-3,i,i,i,12
COc1ccc(/C=N/NC(=O)c2[nH]c3ccc(Br)cc3c2-c2ccccc2)cc1,i,i,-2,i,-1,-4,-4,i,i,i,-2
Cn1c(=O)[nH]c(=O)c2c1nc(N1CCOCC1)n2CC(O)COc1ccccc1 (centres undefined),i,i,-4,i,0,-6,1,i,i,i,-4
Cn1c(N/N=C/c2c[nH]c3ccccc23)nc2ccccc21,i,i,-5,i,5,-24,-9,i,i,i,11
O=C(CC(c1ccccc1)c1cc(Cl)ccc1O)NCCN1CCOCC1 (centres undefined),i,i,-1,i,3,-15,2,i,i,i,2
COc1cccc(CN2CCNC(=O)C2CC(=O)N2CCOc3ccccc3C2)c1OC (centres undefined),i,i,2,i,-6,-11,-1,i,i,i,-1
CCOc1c(O)ccc(/C=C2\SC(=S)NC2=O)c1[N+](=O)[O-],i,i,34,i,40,-11,-8,i,i,i,18
O=C(NCC(c1ccco1)N1CCc2ccccc2C1)c1ccccc1Cl (centres undefined),i,i,-9,i,15,-9,-30,i,i,i,-2
CCCCN(Cc1ccccc1)C(=O)C1CCCN(S(=O)(=O)c2cnc[nH]2)C1 (centres undefined),i,i,-2,i,1,-4,2,i,i,i,1
COCCCNc1oc(COc2ccc(Cl)cc2Cl)nc1C#N,i,i,2,i,7,-10,4,i,i,i,-2
CCOc1ccc(N2C(=O)CN=C2Nc2ccccc2Cl)cc1,i,i,0,i,5,-4,-2,i,i,i,1
CCN(CC)C(CNC(=O)c1cc(=O)[nH]c2ccccc12)c1ccccc1Cl (centres undefined),i,-7.5*,0,i,3,-6,4,i,i,i,-5
CN(C)/C=C1\C(=O)N(c2ccc(Oc3ccccc3)cc2)CS1=O (centres undefined),i,i,-4,i,4,-8,-1,i,i,i,-3
